ATXN2 expr inh = ATXN2 expression inhibition | HEK-293 ATXN2-luciferase reporter, luminescence, 24 h | hit rate 0.72% among 360,000 | AID 1745845 | Potency, µM (titrated, usually from 57 µM), inactives show at the top dose activity change, negative = inhibition, most hits filed as inhibitors; further: on the % scale 0 is the no-effect control and ±100 the full control effect; nearly all actives have a fitted effect of over 55% in size
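ATXN2-luciferase reporter cells (luciferase flanked by upstream and downstream ATXN2 gene portions) were treated 24 h at 37 °C with compounds at up to 57 uM. SteadyGlo luminescence gave expression; GF-AFC fluorescence gave viability.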
Nrf2 inh = Nrf2 pathway inhibition; AID 504444; hit rate 2.1% among 360,000; A549 ARE-Fluc reporter, luciferase luminescence, 18-24 h; Potency, µM (highest dose often 46 µM), for inactives: top-dose activity change, negative = inhibition, actives largely listed as inhibitors; further: on the % scale 0 is the no-effect control and ±100 the full control effect; nearly all actives have a fitted effect of over 60% in size
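In this cell-based qHTS, ARE-driven firefly luciferase in A549 cells reports Nrf2 activity; the luminescent signal after BugLite lysis is the measured value, with a prior CellTiter-Fluor read for cell health.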
MCF10A rereplic = induces DNA re-replication in MCF 10a normal breast cells. Potency, µM (doses to about 46.1 µM), without a hit: at the top dose activity, positive = re-replication, most hits filed as activators. MCF 10A DNA re-replication, Hoechst nuclear intensity, 48 h. AID 624296. hit rate 2.9% among 350,000; further: % of control where 0% means no effect; nearly all actives have a fitted effect of over 50% in size
ATXN viability = reduces viability in counter-screen for ATXN expression inhibitors. S2 cells (HEK-293 line with an ATXN2-luciferase reporter) viability, CellTiter-Fluor protease fluorescence, 24 h. Potency, µM (titrated, usually from 56.7 µM), actives largely listed as cytotoxic. hit rate 0.49% among 400,000; further: nearly all actives have a fitted effect of over 40% in size
Nrf2 ARE act = activates Nrf2 signaling. AREc32 ARE-luciferase reporter (MCF7-derived line), luminescence, 24 h. Potency, µM (top dose mostly 46.1 µM), for inactives: at the top dose activation, hits mostly activators. hit rate 0.31% among 410,000. AID 624171; further: % of control where 0% means no effect; nearly all actives have a fitted effect of over 65% in size
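Steps: seed AREc32_Fluc cells (1000/well, 5% FBS OPTI-MEM); incubate overnight at 37 deg C; add 23 nL compound; incubate 24 hr; add Steady-Glo; hold 30 min RT; read luminescence.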
HepG2 viability = HepG2 cytotoxicity, counter-screen for TGF-b inhibitors | HepG2 CAGA-GFP viability, ATP luminescence, 18 h | hit rate 0.76% among 410,000 | Potency, µM (highest dose often 46.1 µM), inactives show at the highest dose activity change, negative = cytotoxicity, actives largely listed as cytotoxic; further: some results filed as inactive show a strong effect at the top dose
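CellTiter-Glo luminescence gave cytotoxicity after 18 hours at 37 degrees C. The cells were HepG2 CAGA-GFP in 1% FBS DMEM, stimulated with 500 pg/mL TGF-beta after compound addition. %Activity was normalised to no-cell wells (complete cell-killing) and DMSO (no toxicity), and curves were fitted and classified.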
EPAC2 antagonist = antagonists of human EPAC2; Q8WZA2; EPAC2 GEF exchange of Rap1B-BODIPY-GDP, fluorescence; Potency, µM (doses to about 114 µM), for inactives: at the highest dose activity, negative = inhibition, most hits filed as inhibitors; hit rate 0.18% among 360,000; further: on the % scale 0 is the no-effect control and ±100 the full control effect; nearly all actives have a fitted effect of over 45% in size; many of its hits are not listed in these tables
Target sequence (Q8WZA2 whole entry, looked up): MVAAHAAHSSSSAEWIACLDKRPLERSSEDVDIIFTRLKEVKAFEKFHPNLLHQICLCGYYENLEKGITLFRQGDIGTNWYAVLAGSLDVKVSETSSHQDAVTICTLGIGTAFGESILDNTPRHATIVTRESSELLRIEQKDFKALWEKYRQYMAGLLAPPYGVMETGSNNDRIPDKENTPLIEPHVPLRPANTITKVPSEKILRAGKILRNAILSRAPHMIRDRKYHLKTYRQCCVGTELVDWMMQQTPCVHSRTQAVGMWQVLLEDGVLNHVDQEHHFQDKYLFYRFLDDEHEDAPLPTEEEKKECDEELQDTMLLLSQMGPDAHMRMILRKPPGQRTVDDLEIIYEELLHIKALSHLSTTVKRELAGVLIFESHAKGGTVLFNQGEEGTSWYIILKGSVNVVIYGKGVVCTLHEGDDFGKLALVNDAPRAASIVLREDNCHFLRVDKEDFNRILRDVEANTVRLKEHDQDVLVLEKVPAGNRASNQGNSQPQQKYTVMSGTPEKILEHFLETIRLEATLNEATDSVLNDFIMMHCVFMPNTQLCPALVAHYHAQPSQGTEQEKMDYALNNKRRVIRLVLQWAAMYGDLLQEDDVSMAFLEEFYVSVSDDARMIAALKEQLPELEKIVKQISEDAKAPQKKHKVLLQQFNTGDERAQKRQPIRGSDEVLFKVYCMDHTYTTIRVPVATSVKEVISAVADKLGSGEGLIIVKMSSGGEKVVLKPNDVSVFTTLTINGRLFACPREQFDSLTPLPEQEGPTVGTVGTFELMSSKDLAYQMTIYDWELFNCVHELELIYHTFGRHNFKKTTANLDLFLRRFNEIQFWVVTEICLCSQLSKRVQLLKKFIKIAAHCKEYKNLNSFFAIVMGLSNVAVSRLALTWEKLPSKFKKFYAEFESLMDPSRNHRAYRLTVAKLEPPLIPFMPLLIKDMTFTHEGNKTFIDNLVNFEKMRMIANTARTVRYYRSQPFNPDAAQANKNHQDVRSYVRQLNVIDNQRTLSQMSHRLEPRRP
TGFb SMAD3 inh = blocks TGF-b signaling | HepG2 CAGA-GFP TGF-b/SMAD3 reporter, GFP fluorescence, 18 h; TGF-beta stimulated, 500 pg/mL final | Potency, µM (top dose mostly 46.1 µM), inactives show at the highest dose activity, negative = inhibition, hits mostly inhibitors | hit rate 1.2% among 410,000 | AID 588855; further: on the % scale 0 is the no-effect control and ±100 the full control effect; nearly all actives have a fitted effect of over 65% in size
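HEPG2 CAGA-GFP cells (1000/well, DMEM with 1% FBS) were pre-incubated 2 h at 37 degrees C, given compound by pin tool, then stimulated with TGF-beta at 500 pg/mL final for 18 h before per-cell GFP fluorescence imaging.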
A549 tox = counter-screen for Nrf2 inhibitors: cytotoxicity in A549 cells; Potency, µM (titrated, usually from 46 µM), without a hit: top-dose activity change, negative = cytotoxicity, actives largely listed as inhibitors; A549 ARE-Fluc cells, CellTiter-Fluor viability, 18-24 h; hit rate 0.16% among 390,000; further: on the % scale 0 is the no-effect control and ±100 the full control effect
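A549 ARE-Fluc cells in 5% FBS OPTI-MEM, 5000 cells/well, rested 2 h then exposed to compounds in concentration-response for 18-24 h at 37 °C. Viability by CellTiter-Fluor fluorescence (Ex 405/Em 525) after 30 min; luciferase luminescence (BugLite, 15 min, RT) read afterwards.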
Numbers without * were called inactive; i = inactive; ? = inconclusive; . = no result given; & = joins results of further samples; [ ] = dose if it differs, or a comment. The call rests on the fitted dose curve; in most records, active means well fitted curve in the direction sought with a large enough effect; inconclusive means small, poorly fitted or top-dose-only effect, or another doubt; inactive means no such curve, though single readings can be large; an effect the other way counts as inactive or inconclusive. Potency means the concentration at half of the fitted maximal effect. These rows are one share of the data; rates above refer to the full screens.

Results follow in this order: ATXN2 expr inh	Nrf2 inh	MCF10A rereplic	ATXN viability	Nrf2 ARE act	HepG2 viability	EPAC2 antagonist	TGFb SMAD3 inh	A549 tox
1) O=C(NC12CC3CC(CC(C3)C1)C2)N1CCC(n2nnc3ccccc32)CC1
    -3.3%	12.8%	8.7%	i	-0.4%	-1.0%	15.1%	-5.9%	11.7%
2) Cc1onc(-c2ccccc2)c1C(=O)OCC(=O)N1CCC(C)CC1
    -5.8%	-0.9%	?	?	-0.7%	-2.6%	0.3%	3.8%	-4.3%
3) CC(C)(C)c1ccc(C2SCC(=O)N2c2cccc(C(=O)O)c2)cc1 (configuration not stated)
    .	-6.5%	-3.3%	i	0.7%	-6.1%	-17.6%	14.7%	0.5%
4) CN(C)S(=O)(=O)c1cccc(C(=O)Nc2ccccc2[N+](=O)[O-])c1
    3.6%	0.8%	?	i	?	-54.0%	13.4%	?	-1.1%
5) CCOc1ccc(C(=O)Nc2cnn(Cc3ccc(Cl)c(Cl)c3)c2)cc1
    ?	23.1µM*	0.651µM*	i	2.0%	-28.9%	-17.0%	15.5%	?
6) C[C@H](CO)N1C[C@H](C)[C@H](CN(C)S(C)(=O)=O)OCc2cnnn2CCCC1=O
    1.8%	.	.	i	1.2%	0.6%	-1.7%	14.2%	.
7) Cc1ccccc1CN1C(=O)/C(=C\c2ccc(C(=O)NCCN3CCOCC3)cc2)Sc2ccccc21
    -35.1%	-22.0%	20.6µM*	i	-0.3%	-36.6%	-8.2%	?	1.7%
8) COc1ccc(N(CC(=O)Nc2cccc(C)c2)S(=O)(=O)c2ccc(C)cc2)cc1OC
    .	2.0%	20.1%	i	-0.3%	-5.3%	1.9%	-1.1%	0.9%
9) COc1ccc(NS(=O)(=O)c2cc(NC(=O)Cc3c(F)cccc3Cl)ccc2OC)cc1
    5.6%	-11.0%	?	?	0.3%	2.5%	-2.4%	-7.7%	-11.5%
10) O=S1(=O)CCOC[C@H](CC2CCCCC2)N1Cc1cccc(F)c1
    -7.0%	10.2%	6.3%	i	0.0%	-1.8%&-26.7%	-9.6%	2.4%&-10.8%	12.0%
11) Cc1ccc2oc(C(=O)NC3CCS(=O)(=O)C3)c(C)c2c1 (configuration not stated)
    20.0%	6.1%	0.8%	i	0.2%	2.8%	-4.9%	1.7%	0.7%
12) CCCCN(C)C(=O)c1nc2ccccn2c1CN1CCC[C@H]1C(=O)OC
    14.3%[11.3 µM]	5.4%	-8.3%	i	0.7%	2.1%	1.5%	11.5%	-6.0%
13) Cc1ccc2nccc(C(=O)N3CCCC(N4CCN(c5ccc(F)cc5)CC4)C3)c2c1 (configuration not stated)
    -8.3%	7.5%	-1.0%	i	0.5%	-14.7%	-7.8%	-10.6%	8.9%
14) O=C(NC(Sc1ccc(Cl)cc1)C(=O)O)c1ccccc1 (configuration not stated)
    .	.	.	i	12.0%	-26.8%	-6.7%	-11.3%	.
15) O=C(C1=C(O)C(=O)N(CC2CCCO2)C1c1cccc(O)c1)c1ccco1 (configuration not stated)
    -22.6%	4.3%	0.5%	i	-0.7%	-13.2%	11.8%	3.9%	-6.4%
16) COc1cc(OC)c(NC(=O)C(CC(C)C)N2Cc3ccccc3C2=O)cc1Cl (configuration not stated)
    .	-4.7%	.	.	4.2%	-8.1%	.	?	-11.7%
17) CC(C)(C)c1ccc(C(=O)N2CCC2(C)C(=O)NCc2ccc3c(c2)OCO3)cc1 (configuration not stated)
    -17.3%	.	.	?	0.3%	-34.9%	5.5%	-12.6%	.
18) CC(C)OP(=O)(OC(C)C)C(Nc1ccccc1)c1cccnc1 (configuration not stated)
    -9.0%	-7.6%	-9.1%	i	-0.6%	14.8%	12.6%	-1.8%	1.4%
19) CCOC(=O)c1sc(NC(C)=O)c(C(=O)OCC)c1C
    -17.8%	?	24.6%	i	-0.8%	0.9%	-5.0%	0.3%	0.3%
20) Cc1cc(Cl)c(OCCOCCN2CCC(C)CC2)c(Br)c1
    -10.0%	2.4%	?	i	0.7%	-35.9%	-1.4%	4.7%	-10.1%
21) CCOC(=O)c1cnn2c(C)cc(-c3ccccc3)nc12
    23.2%	?	0.4%	i	2.6%	-7.7%	16.2%	-16.9%	7.9%
22) COc1ccc(-c2noc(CCCC(=O)NC3CCCCC3)n2)cc1OC
    -20.2%	-18.3%	1.0%	i	-0.1%	7.7%	1.1%	6.5%	2.0%
23) Cc1nc(Cl)c2c(n1)N(CC(N)=O)C(=O)CO2
    .	-3.5%	-2.7%	i	-0.6%	-6.1%	2.9%	-13.9%	-9.0%
24) O=C(Cc1ccc(NC(=O)C2CCCN(C(=O)c3ccccc3)C2)cc1)Nc1ccc(C(=O)N2CCOCC2)cc1 (configuration not stated)
    8.2%	?	-38.2%[inhibitor]	i	2.5%	-5.8%	7.1%	-19.4%	14.1%
25) COC(=O)Cn1ncc2c3ccccc3n(C)c2c1=O
    18.2%	4.0%	-6.8%	i	4.9%	-21.8%	-5.1%	-1.6%	-14.1%
26) Nc1nc(SCC(=O)Nc2ccc(Cl)cc2C(F)(F)F)n[nH]1
    0.0%	-11.3%	4.0%	i	-0.1%	-20.6%	-0.5%	-6.9%	-5.0%
27) CC(=O)c1ccc(NC(=S)N2CCN(CCN3C(=O)c4cccc5cccc(c45)C3=O)CC2)cc1
    -12.1%	10.1%	-9.7%	i	2.9%	-15.4%	-8.4%	-18.5%	0.6%
28) CC(=O)N1CCc2c(sc3c2c(=O)n(-c2ccccc2)c(=O)n3Cc2cccc(C(F)(F)F)c2)C1
    ?	?	.	i	6.7%	-60.9%	.	?	-6.4%
29) O=C1OCCC1Sc1nc2ccccc2c(=O)n1Cc1ccc(F)cc1 (configuration not stated)
    -0.6%	0.6%	13.7%	i	2.5%	-0.4%	-9.7%	13.5%	8.4%
30) Cc1cc(C)nc(-n2nc(C)cc2NC(=O)c2cccc(S(=O)(=O)N(C)C)c2)n1
    -5.5%	2.1%	-6.6%	i	-1.0%	1.3%	14.7%	0.9%	-4.9%[1.84 µM]
31) C=CCNC(=S)NNC(=O)COc1cccc(Cl)c1
    13.1%	.	-18.9%	i	0.9%	0.2%	12.0%	?	6.3%
32) Clc1ccccc1-c1nn2c(-c3cc(-c4ccccc4)n[nH]3)nnc2s1
    .	23.1µM*	.	.	.	-16.5%	.	?	-15.3%
33) COc1ccccc1NC(=O)/C(C#N)=C/c1cccnc1
    -2.2%	12.0%	-2.0%	i	6.4%	2.1%	-7.6%	2.9%	-0.1%
34) COc1ccc(C(=O)CCC(=O)NCCc2c[nH]c3ccccc23)cc1
    -28.0%	?	15.9%	i	-0.5%	-19.0%	3.5%	-4.5%	23.2%
35) O=C1C=C(c2ccc(C(=O)O)cc2)C[C@@H](c2ccc(Cl)cc2)C1
    39.9%[activator]	-4.1%	10.2%	i	2.9%	-2.1%	?	1.4%	-6.2%
36) CN(CCOc1ccc(Cl)cc1)C(=O)c1cc([N+](=O)[O-])ccc1N1CCOCC1
    -2.9%	?	15.6%	i	2.7%	-14.1%	8.5%	-16.8%	-12.1%
37) CN(CC1CCCO1)S(=O)(=O)c1ccc(C(=O)N2CCN(c3ccccc3)CC2)cc1 (configuration not stated)
    1.8%	8.5%	4.2%	?	0.0%	-4.3%	20.0%	3.1%	3.0%
38) c1ccc(-c2ncnc3cc4n(c23)CCC4)cc1
    2.1%	-23.4%	1.2%	i	-0.7%	-18.0%	6.0%	-2.4%	1.0%
39) Cc1ccccc1OCC(=O)OCC(=O)NCCc1ccccc1
    .	0.7%	-4.8%	i	-0.4%	-5.5%	16.2%	-6.4%	0.0%
40) CC1CC(C)(C)CC2(C1)NC(=O)N(CC(=O)NCCc1c[nH]c3ccccc13)C2=O (configuration not stated)
    1.6%	3.2%	?	i	-0.5%	4.4%	-5.2%	-29.1%	0.3%
41) Cc1ccc(C(=O)Nc2ccc(Cc3ccncc3)cc2)cc1[N+](=O)[O-]
    -38.7%	?	14.6%	?	-0.4%	-25.6%	-1.2%	-16.6%	-7.8%
42) CCOC(=O)CN1C(=O)S/C(=C/c2ccc(N3CCCCC3)o2)C1=O
    4.9%	8.0%	0.9%	i	-0.5%	6.3%	38.4%[activator]	-6.3%	-1.4%
43) CCOC(=O)N1CCC(NC(=O)c2cc(S(=O)(=O)N3CCc4ccccc43)cn2C)CC1
    1.5%	?	-0.1%	i	-1.0%	-0.5%	-0.3%	0.0%	0.4%
44) Cc1ccc(C(=O)NCc2nnc3c(C(F)(F)F)cc(Cl)cn23)o1
    -8.6%	12.7%	0.6%	i	0.2%	10.0%	4.0%	4.4%	8.9%
45) COc1ccc(C(=O)c2cnc[nH]2)cc1OC
    0.6%	-11.7%	-10.6%	i	0.1%	-1.7%	-2.9%	-1.8%	4.1%
46) COc1ccccc1CC(=O)NNS(=O)(=O)c1ccccc1[N+](=O)[O-]
    -12.6%	-24.3%	1.1%	i	0.5%	3.0%	4.0%	-1.6%	2.6%
47) Cn1c(SCC(=O)c2c(N)n(C)c(=O)n(C)c2=O)nnc1-c1ccccc1
    1.9%	-6.8%	0.5%	i	-0.1%	7.0%	9.2%	0.0%	0.1%
48) CN(C)Cc1cc(C(C)(C)c2ccccc2)ccc1O
    -23.3%	0.5%	3.8%	i	1.7%	2.7%	3.2%	0.0%	-8.7%
49) CCc1ccc(NC(=O)[C@H](Cc2ccccc2)N2Cc3ccccc3C2=O)cc1
    3.8%	10.3%	.	i	0.6%	-18.4%	.	-8.4%	-9.0%
50) Cc1oc(-c2ccccc2F)nc1CSCC(=O)NC1CC1
    4.7%	-4.3%	-3.6%	i	-0.6%	-2.3%	-2.5%	10.2%	-5.5%
51) CCc1nc(-c2ccccc2)cc(=O)[nH]1
    6.4%	-8.2%	-2.1%	i	0.4%	4.5%	13.0%	4.6%	1.2%
52) COC(=O)c1ccccc1NC(=O)CSc1nc2nc(C)cc(C)n2n1
    -6.9%	-15.1%	.	i	-1.5%	4.8%	.	8.1%	-5.6%
